Source: PubChem (several laboratories)
GlmU inhibition: inhibition of mycobacterial GlmU enzyme – biochemical, glucosamine-1-phosphate acetyltransferase (AID 1376); M. tuberculosis GlmU acetyltransferase enzyme assay; higher % means a stronger effect; inhibition, %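 (tested at 30 µM in the primary screen)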, or IC50 in µM where a hit was titrated; actives 0.25% (n = 220,000); in the data active = inhibition above about 13%;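 note: 0% = complete reaction with vehicle and 100% = reaction without substrate; strong numbers were not always called active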
Mtb RmlCD inh: M. tuberculosis RmlC/RmlD inhibition; RmlC+RmlD coupled enzyme assay, percent inhibition; primary screen in compound mixtures; AID 1533; inhibition, % at 3.6 µM; actives 0.03% (n = 160,000); in the data active = inhibition mostly above about 34%, no sharp cut-off; note: some results filed as inactive read as strong as hits
Target sequence (P9WH09 whole entry, looked up): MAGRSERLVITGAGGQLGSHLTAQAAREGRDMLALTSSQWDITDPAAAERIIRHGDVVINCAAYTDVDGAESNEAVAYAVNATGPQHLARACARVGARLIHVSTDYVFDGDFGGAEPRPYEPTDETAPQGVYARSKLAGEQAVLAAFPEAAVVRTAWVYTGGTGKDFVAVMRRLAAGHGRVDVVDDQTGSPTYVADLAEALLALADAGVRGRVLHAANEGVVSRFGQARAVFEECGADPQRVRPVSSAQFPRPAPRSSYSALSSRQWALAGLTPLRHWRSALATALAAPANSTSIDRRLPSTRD
Target sequence (P9WH11 whole entry, looked up): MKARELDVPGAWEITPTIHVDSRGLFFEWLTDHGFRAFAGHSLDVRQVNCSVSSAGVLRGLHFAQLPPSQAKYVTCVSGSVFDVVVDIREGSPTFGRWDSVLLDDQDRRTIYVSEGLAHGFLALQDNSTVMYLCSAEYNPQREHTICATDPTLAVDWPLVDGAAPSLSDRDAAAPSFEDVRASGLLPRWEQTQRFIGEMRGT
Starred values were filed as active, the others as inactive; . = no result given. This is a subset. The share of hits here may be higher or lower than overall.

Sample of the layout, 6 compounds:
SMILES | GlmU inhibition | Mtb RmlCD inh
O=C(NCc1ccon1)c1ccc(OC2CCN(CCc3ccccc3)CC2)cc1 | 6.3% | -9.4
O=[n+]1c2c(n([O-])c3cc(Br)ccc31)CCC2 | 2.0% | 9.3
CCCOc1ccc(/C(O)=C2/C(=O)C(=O)N(CCN(C)C)C2c2ccc(O)c(OC)c2)cc1 (centres undefined) | 2.4% | .
Cc1nnc(NCc2ccco2)c2ccccc12 | 5.9% | .
COc1cccc(-c2nnc(SCc3nc4ccccc4[nH]3)n2N)c1 | -0.9% | 5.0
COc1ccc2cc(CN(Cc3cccs3)Cc3nnnn3Cc3ccccc3)c(=O)[nH]c2c1 | -0.5% | .

Main list, repeating the preview:
SMILES | GlmU inhibition | Mtb RmlCD inh
O=C(NCc1ccon1)c1ccc(OC2CCN(CCc3ccccc3)CC2)cc1 | 6.3% | -9.4
O=[n+]1c2c(n([O-])c3cc(Br)ccc31)CCC2 | 2.0% | 9.3
CCCOc1ccc(/C(O)=C2/C(=O)C(=O)N(CCN(C)C)C2c2ccc(O)c(OC)c2)cc1 (centres undefined) | 2.4% | .
Cc1nnc(NCc2ccco2)c2ccccc12 | 5.9% | .
COc1cccc(-c2nnc(SCc3nc4ccccc4[nH]3)n2N)c1 | -0.9% | 5.0
COc1ccc2cc(CN(Cc3cccs3)Cc3nnnn3Cc3ccccc3)c(=O)[nH]c2c1 | -0.5% | .
COC(=O)c1cn(-c2ccccc2)nc1-c1cccnc1 | 6.2% | -4.4
C/C(=N\Nc1nc(-c2ccc(C)cc2C)cs1)c1cc2ccccc2oc1=O | 2.8% | -4.0
CC(=O)c1sc(N)c(C(=O)OC(C)C)c1C | -4.7% | .
O=C(CS(=O)(=O)Cc1ccccc1)Nc1ccc(Cl)cn1 | -5.4% | .
Cc1oc(-c2cccc(Cl)c2)nc1CN1CCCC(C(=O)NCc2ccco2)C1 (centres undefined) | 0.0% | 12.2
CCc1ccc(C(=O)Nc2cc(C)ccc2F)s1 | 5.9% | 4.9
Cc1c(N(C)C)nc2ccccc2c1N | -0.6% | .
Clc1ccccc1Cc1noc(CN2CCCCC2c2ccccn2)n1 (centres undefined) | 7.8% | 7.8
Clc1ccc(-c2nnc(CSc3nnc(-c4cccs4)o3)o2)cc1 | 2.9% | -5.5
COc1ccc(-c2nc(C#N)c(NCCc3ccccc3)o2)cc1OC | 6.1% | -7.5
Cc1sc(NC(=O)CSc2nnnn2C(C)C)c(C#N)c1C | -0.8% | 0.5
COc1ccc2ccc3c(c2c1)N=CC1(O3)N(C)c2ccccc2C1(C)C (centres undefined) | 4.8% | .
Cc1sc2nc(CN(C(=O)NCc3ccccc3)C3CCCC3)[nH]c(=O)c2c1C | 1.3% | 107.5
O=c1ccn(CCc2c[nH]c3ccccc23)c2c1CCCC2 | 0.7% | 5.8

Looked up one by one from above (3):
SMILES | GlmU inhibition | Mtb RmlCD inh
Clc1ccc(-c2nnc(CSc3nnc(-c4cccs4)o3)o2)cc1 | 2.9% | -5.5
O=[n+]1c2c(n([O-])c3cc(Br)ccc31)CCC2 | 2.0% | 9.3
Cc1sc2nc(CN(C(=O)NCc3ccccc3)C3CCCC3)[nH]c(=O)c2c1C | 1.3% | 107.5

New compounds follow.
SMILES | GlmU inhibition | Mtb RmlCD inh
COc1cc(S(=O)(=O)N(Cc2ccco2)C2CCCC2)ccc1-n1cnnn1 | 2.7% | .
O=C(COc1ccccc1Cl)Nc1ccc2c(c1)OCCO2 | -0.1% | -0.2
Cn1c(O)c(C2=NN(C(=O)CCl)C(c3ccccc3)C2)c(=O)n(C)c1=O (centres undefined) | 0.8% | -2.6
Cc1ccccc1CCN(C(=O)Cn1nnc2ccccc21)C(C(=O)NCC1CCCO1)c1nc2ccccc2n1C (centres undefined) | 0.2% | 3.3
Cn1cc(Cl)c(C(=O)Nc2nc3ccccc3s2)n1 | -0.6% | .
Cc1sc2ncnc(SC(C)C(=O)N3c4ccccc4Sc4ccccc43)c2c1C (centres undefined) | -6.8% | 60.6
CC12CN(C(=O)c3ccccc3)C3(C#N)CC1CCC23C (centres undefined) | 4.9% | -4.1
CCCCn1c(SCc2cc(=O)[nH]c3ccccc23)nc2c1c(=O)n(C)c(=O)n2C | -0.6% | .
O=C(NCc1ccccc1Cl)c1cc([N+](=O)[O-])ccc1Cl | 0.3% | -15.1
O=C(Nc1ccc(Cl)cc1)c1csc(-c2ccccc2)n1 | 2.1% | -2.9
CCOC(=O)c1nn(-c2ccccc2)c(=O)cc1SC1CCCCC1 | -5.0% | 2.8
O=C(OC1CCCCC1)c1ccc(NC(=O)C2CCCCC2)cc1 | 2.7% | 8.5
O=C(Nc1nc2ccsc2c(=O)s1)c1ccc(F)cc1Cl | -3.0% | 8.6
CN1CCCC(n2nc(Cc3ccc(Cl)cc3)c3ccccc3c2=O)CC1 (centres undefined) | -5.5% | .
FC(F)(F)c1ccc2c(c1)N(CCCN1CCN(CCCl)CC1)c1ccccc1S2 | -9.8% | -4.1
COC(=O)c1ccc(OC(=O)c2ccccc2F)cc1 | 10.3% | 2.9
COc1ccnc(N=CNOCc2ccc(F)cc2Cl)c1C#N | 2.3% | .
CN1CCN(/N=C/c2nc(-c3cccc([N+](=O)[O-])c3)n3ccccc23)CC1 | -0.4% | 10.2
CCN(CC)S(=O)(=O)c1cccc(-c2nnc(SC(C)C(=O)NCCC3=CCCCC3)o2)c1 (centres undefined) | 11.3% | 15.9
CC(NC(=O)OC(C)(C)C)C(=O)NC(CCC(=O)OCc1ccccc1)C(N)=O (centres undefined) | 2.6% | -9.4

A few values from the entries so far:
Result for `CCOC(=O)c1nn(-c2ccccc2)c(=O)cc1SC1CCCCC1` in Mtb RmlCD inh: 2.8
Result for `O=C(NCc1ccccc1Cl)c1cc([N+](=O)[O-])ccc1Cl` in Mtb RmlCD inh: -15.1

Going on with the list.
SMILES | GlmU inhibition | Mtb RmlCD inh
COc1cccc(-c2noc(C3CCCN(C(=O)Cc4ccccc4)C3)n2)c1 (centres undefined) | -1.1% | .
Cc1cc(=O)[nH]c(SCc2cccc3cccnc23)n1 | -1.7% | 0.2
CSC1=NNC(c2ccc(C(C)(C)C)cc2)=NN1 | 4.8% | -4.6
NC(=O)NC(=O)COC(=O)CNS(=O)(=O)c1ccc(F)c(F)c1F | . | 10.7
CC(C)=C1C2CCC1C1C(=O)N(c3nc(-c4ccc(C(C)C)cc4)c(C)s3)C(=O)C21 (centres undefined) | -0.9% | -3.6
Cn1c(CSCc2ccc(F)cc2)nnc1SCC(=O)N1CCN(c2ccccc2)CC1 | 0.3% | 2.4
CCNC(=O)COn1c(SCC(=O)NCC)nc2ccccc2c1=O | -0.4% | -8.0
Cc1ccccc1C1=NC(C(F)(F)F)(C(F)(F)F)c2c(n(C)c(=O)n(C)c2=O)N1 | 1.7% | -2.5
COc1ccc(-c2csc(NC(=O)COc3ccc(N(C)S(=O)(=O)c4ccc(C)cc4)cc3)n2)cc1 | 1.6% | 2.5
FC(F)(F)c1cc(C(F)(F)F)c2ccc(N3CCN(c4ccc(Cl)cc4)CC3)nc2n1 | 5.7% | 11.7
Cc1nc2ncnn2c(C)c1CCC(=O)NCCC1=CCCCC1 | -4.4% | 5.8
O=C(c1ccc2nc(-c3ccco3)c(-c3ccco3)nc2c1)N1CCN(c2ncccn2)CC1 | -4.0% | .
N/C(=N\N=C\c1ccc2c(c1)OCO2)c1nonc1N | 7.4% | .
C=CCN(CC=C)C(=S)Nc1ccccc1 | 5.9% | .
Cc1c(NC(=O)/C(C#N)=C/c2ccc(-c3ccc(Cl)c(Cl)c3)o2)c(=O)n(-c2ccccc2)n1C | -9.7% | -5.7
CN1CCCC(OC(=O)c2cccc(S(=O)(=O)N3CCCCCC3)c2)C1 (centres undefined) | 7.7% | 12.3
COc1ccc(NC2=C(C(C)=O)C(c3ccc(OC)cc3)C(C(C)=O)C(C)(O)C2)cc1 (centres undefined) | -4.6% | 4.4
CCCCCCC(=O)NCC(=O)OCC(=O)c1ccccc1 | 0.6% | .
COC(=O)c1ccccc1NC(=O)C12CCC(C)(C(=O)O1)C2(C)C (centres undefined) | 1.6% | 3.4
Cn1cccc1/C=C(/C#N)C(N)=S | -1.0% | .
O=C(N/N=C/c1cccc([N+](=O)[O-])c1)c1ccc(Br)cc1 | 1.2% | -14.8
CCCN(c1ccc(OCC)cc1)c1ncnc2nc[nH]c12 | 3.8% | 7.7
COC(=O)c1cccc(Nc2nc3ccccc3nc2C)c1 | 3.5% | -9.3
CC12CCC(C[N+](C)(C)C1)C2(C)C (centres undefined) | 0.6% | 3.5
CCc1nnc(NC(=O)c2ccc(Cl)c(S(=O)(=O)N3CCc4ccccc43)c2)s1 | 3.4% | 11.1
CN(C)S(=O)(=O)c1ccc(C(=O)NCCSc2ccccc2)cc1 | 3.6% | 2.8
CCCCN(C)C(=O)CC(NS(=O)(=O)c1ccc(NC(C)=O)cc1)C(C)C (centres undefined) | 3.1% | 20.9
CCOC(=O)c1c(N)sn(-c2ccccc2)c1=S | 7.1% | -5.3
CCn1c(SCC(=O)NCCc2ccccc2)nnc1-c1cccs1 | -4.0% | 3.2
O=C(N/N=C/c1ccncc1)C12CC3CC(CC(C3)C1)C2 | 7.0% | 6.5
CCc1ccccc1NC(=O)/C(C#N)=C\c1ccc(Sc2ccccc2)o1 | -6.3% | -9.0
CCOC(=O)c1c(-c2ccccc2)nc2ccc(Cl)cn12 | 0.5% | 2.1
O=C(N/N=C/c1ccncc1)c1ccccc1OCc1ccc(Br)cc1 | -4.9% | 8.8
O/N=C\c1cccn1-c1ccc(Br)cc1 | 5.3% | 10.1
CC(C)(C)c1cc(C(=O)N/N=C/c2ccccc2O)n(-c2ccccc2)n1 | 7.8% | 1.7
Nc1nc(SCC(=O)Nc2ccc(Cl)cn2)n[nH]1 | -4.6% | 2.9
CC(=O)Nc1ccccc1-c1nc2ccccc2nc1OCC(=O)c1ccc(Br)cc1 | 3.9% | 6.2
CC(=O)Nc1ccc(OCC=C(Cl)Cl)cc1 | -1.5% | 0.0
Cc1ccc(-n2cccc2/C=C2/C(=N)N3C(=NC2=O)SN=C3S(C)(=O)=O)cc1 | 5.9% | -9.8
Cc1cccc(Cl)c1NC(=O)N1CCCN(c2nc3ccc(Cl)cc3s2)CC1 | 2.6% | -10.0
CCOC(=O)c1sc2nccc(N(C)C)c2c1N=CN(C)C | 5.2% | .
COc1ccc(CN2C(=O)CCC2(C)C(=O)NC2CCCCC2)c(OC)c1 (centres undefined) | 5.0% | 11.6
C/C(CCc1c[nH]c2ccccc12)=N\O | 0.1% | .
COc1cccc(OC)c1C(=O)Nc1nc2ccc([N+](=O)[O-])cc2s1 | -6.9% | .
Fc1ccc(NC(=S)NCc2ccccc2Cl)cc1 | -1.5% | -4.0
c1ccc(-c2cc(-c3ccc(N4CCOCC4)cc3)nc3ccccc23)cc1 | -3.9% | 5.6
Cc1nn(-c2ccc(C(F)(F)F)cn2)c(C)c1Oc1ccccc1O | 0.7% | .
S=C1NCN(C2CCCCC2)CN1CCc1ccccc1 | 0.8% | 9.7
S=C(N/N=C/c1ccc2ncccc2c1)Nc1ccccc1 | -0.5% | 47.7
O=C1C2CC(O)CN2C(=O)N1c1ccccc1 (centres undefined) | -8.4% | 13.7
CC1CC1C(=O)Nc1nc(-c2ccccn2)cs1 (centres undefined) | -0.5% | 2.0
O=C(NCC(=O)N(c1ccccc1)C(C(=O)NC1CCCC1)c1ccncc1)c1ccco1 (centres undefined) | -1.4% | .
CN1CCN(C(=O)c2ccc(CN(c3ccccc3)S(=O)(=O)c3ccccc3)cc2)CC1 | 5.1% | .
Cc1ccccc1C(=O)c1cccn1CC(=O)NCc1ccco1 | -3.5% | -6.9
COc1ccc(N2C(=O)CSC23C(=O)N2CCCc4cccc3c42)cc1 (centres undefined) | -3.0% | .
O=C(/C=C/c1cccc([N+](=O)[O-])c1)NC(=S)Nc1ccccc1C(=O)O | 1.7% | -6.0
CC(=O)Nc1cc(C(=O)c2ccccc2)ccc1N1CCOCC1 | -3.9% | 12.7
Cc1ccc(-c2c3c(=O)n(C)c(=O)n(C)c3cn2-c2ccccc2O)cc1 | 0.8% | -13.1
COC(=O)c1c[nH]n2c(=O)cc(CCl)nc12 | 2.6% | .
COc1ccc2c(C)cc(C)nc2n1 | 3.0% | 3.5
Continuation:
SMILES | GlmU inhibition | Mtb RmlCD inh
NC(=O)NC(=O)COC(=O)CN1C(=O)C2CCCCC2C1=O (centres undefined) | -4.7% | 10.3
O=C(CCc1ccccc1)C(=O)N1CCCC(C(=O)c2cccc(Cl)c2)C1 (centres undefined) | 5.6% | 5.9
CN1CC(=O)Nc2ccc(F)cc2C1=O | . | 97.3
CNC(=S)/N=C/NOCc1ccc(Cl)cc1Cl | 5.5% | -5.1
COC(=O)/C=C1\OC(c2ccccc2)=CC1=O | 2.7% | 2.3
O=C(Cn1cncn1)N/N=C/c1c2ccccc2cc2ccccc12 | 2.2% | 2.7
CC1(C)C([N+](=O)[O-])C(c2ccc(O)cc2)NC(c2ccc(O)cc2)C1[N+](=O)[O-] (centres undefined) | 6.2% | -11.5
CCOc1ccc(CCNC(=O)CCc2nc3ccccc3[nH]2)cc1OCC | 1.4% | 25.5
Cc1ccc(NCN2C(=O)C3C4C=CC(C4)C3C2=O)cc1 (centres undefined) | -2.9% | 1.1
CC(=O)c1nn(-c2ccc(Br)cc2)cc1C(=O)c1ccccc1 | -3.1% | 5.4
Cc1ccc(-n2ncc3c(=O)[nH]c(SCC(=O)N4CCOCC4)nc32)cc1 | . | 14.0
COc1cccc(-c2nc(-c3ccc(NC(=O)c4cccs4)cc3)no2)c1 | -1.3% | 7.8
Cc1ccc(N(CCC(=O)O)S(=O)(=O)c2cccc(C(F)(F)F)c2)cc1 | -8.5% | 6.2
Cn1c(=O)c2c(=O)cc(NNC(=O)C(C)(C)C)[nH]c2n(C)c1=O | 3.3% | 3.8
O=C(CCc1nnc(COc2ccccc2)o1)NC1(c2ccccc2)CC1 | 6.9% | 2.5
